HTR5A ag ctr – HTR5A agonists in luminescence cell assay, primary screen, counter-screen for OPRM1-OPRD1 heterodimer agonist project, full-deck HTS. 5-hydroxytryptamine receptor 5A (Homo sapiens), P47898. cell-based. activation, % at 9.3 µM. actives 0.61% (n = 340,000). AID 504692, 2011; in the data active means activation mostly above about 9.5%, no sharp cut-off; inactive means mostly below about 7.6%;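 further: 0% = cells with vehicle only and 100% = reference agonist; strong numbers were not always called active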
OPRM1-OPRD1 inv – inverse agonists of MOR-DOR heterodimerization, primary screen, cell-based, luminescence. actives 0.21% (n = 340,000). inhibition, % at 9.3 µM. AID 504357, 2011. cell-based MOR-DOR heterodimer luminescence, inverse agonism; in the data active means inhibition above about 22%, passing the limit was not always enough;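 further: 0% = cells with DMSO and 100% = wells without cells with DMSO; values of inactives mirror those of a sister screen read the other way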
Target sequence (P35372 whole entry, looked up): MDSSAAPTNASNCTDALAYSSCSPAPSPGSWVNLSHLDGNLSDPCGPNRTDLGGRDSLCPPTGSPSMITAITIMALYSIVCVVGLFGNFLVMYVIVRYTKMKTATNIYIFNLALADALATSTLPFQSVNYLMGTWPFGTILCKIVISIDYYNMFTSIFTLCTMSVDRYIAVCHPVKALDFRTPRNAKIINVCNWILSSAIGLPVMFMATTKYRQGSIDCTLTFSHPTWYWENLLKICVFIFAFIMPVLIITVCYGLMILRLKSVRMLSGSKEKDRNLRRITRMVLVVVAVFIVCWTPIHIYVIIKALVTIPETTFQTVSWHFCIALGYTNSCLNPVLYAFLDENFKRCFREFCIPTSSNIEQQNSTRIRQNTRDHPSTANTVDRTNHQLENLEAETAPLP
Target sequence (P41143 whole entry, looked up): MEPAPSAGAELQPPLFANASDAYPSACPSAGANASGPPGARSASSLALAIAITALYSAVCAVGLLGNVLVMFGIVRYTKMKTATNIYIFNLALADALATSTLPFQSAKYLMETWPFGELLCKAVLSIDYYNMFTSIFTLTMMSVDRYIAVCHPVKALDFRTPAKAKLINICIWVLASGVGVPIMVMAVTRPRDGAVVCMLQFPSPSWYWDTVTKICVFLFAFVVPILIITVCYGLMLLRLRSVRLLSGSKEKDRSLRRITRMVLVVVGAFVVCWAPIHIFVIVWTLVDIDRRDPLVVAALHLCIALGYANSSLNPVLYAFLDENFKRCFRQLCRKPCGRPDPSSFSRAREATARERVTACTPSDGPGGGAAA
PKA-R1A activ – activators of PKA-R1A holoenzyme, primary screen, biochemical, fluorescence polarization, Cy5-IP20, bovine R1A, mouse PKAc. cAMP-dependent protein kinase type I-alpha regulatory subunit (Bos taurus) + …. PKA-R1A dissociation; scaled: DMSO 0%, 113 µM cGMP 100%. activation, % at 11.4 µM. actives 0.083% (n = 340,000);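 active means percent activation above the mean of all tested compounds plus 3 SD, cut at about 19% in these data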;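 further: higher means more PKAc released from R1A so a rise in polarization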
HTR5A inv ctr – HTR5A inverse agonists in luminescence cell assay, primary screen, counter-screen for OPRM1-OPRD1 heterodimer inverse agonist project, full-deck HTS | 5-hydroxytryptamine receptor 5A (Homo sapiens), P47898 | HTR5A cell line, inverse agonism | inhibition, % at 9.3 µM | AID 504634, 2011 | actives 0.083% (n = 340,000); in the data active means inhibition mostly above about 23%, no sharp cut-off; inactive means mostly below about 18%;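 further: 0% = cells with DMSO and 100% = no-cell wells with DMSO; some compounds called inactive have numbers as strong as hits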
PfHsp90 set2 – growth inhibition of PfHsp90-expressing yeast, primary screen, antimalarial PfHsp90 inhibitor project, S. cerevisiae, BacTiter-Glo luminescence, single point, set 2; inhibition, % at 9.4 µM; actives 0.32% (n = 310,000); BacTiter-Glo ATP, 48 h; yeast lacking PDR1 and PDR3 efflux regulators;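 active means every replicate shows inhibition above about 80%, whatever the replicate mean, limit read from the data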;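 further: 0% = DMSO neutral controls and 100% = 20 µM radicicol positive controls; yeast relying on Plasmodium falciparum Hsp90 in place of its own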
phage Ecoli inh – growth loss of phage-infected E. coli, primary screen, RecBCD inhibitor project, absorbance, with phage, HTS | inhibition, % at 11.9 µM | actives 0.26% (n = 360,000) | AID 651602, 2012; in the data active means inhibition above about 11%
DSG3 Ab inh – inhibitors of pemphigus antibody binding to DSG3, primary screen, biochemical, bead-based, flow cytometry, scFv-GFP | Desmoglein-3 (Homo sapiens), P32926 | DSG3-coupled beads, scFv-anti-DSG3-GFP binding; stronger effect = lower value | binding (percent of control), % at 10 µM | actives 0.48% (n = 310,000);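 active means binding more than 3 SD below its plate's average and above zero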;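 further: hits lower antibody fragment binding to DSG3; some compounds called inactive have numbers as strong as hits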
OPRM1-OPRD1 ag – agonists of OPRM1-OPRD1 heterodimerization, primary screen, cell-based, luminescence. Mu-type opioid receptor (Homo sapiens) + Delta-type opioid receptor (Homo sapiens), …. cells. activation, % at 9.3 µM. actives 0.3% (n = 340,000). AID 504326, 2011; in the data active means activation above about 18%;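 further: 0% = vehicle-treated cells and 100% = reference agonist; values of inactives mirror those of a sister screen read the other way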
Ecoli viability – E. coli V3065 growth inhibition, primary screen, counter-screen for AddAB inhibitor project, absorbance, OD600; inhibition, % at 11.9 µM; 18 h; AID 449728, 2010; actives 0.27% (n = 330,000);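 active means inhibition above the campaign's mean inhibition across all tested compounds plus 3 SD, cut at about 9.9% in these data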;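 further: uninfected addAB+ strain grown without phage in ampicillin broth; 0% = DMSO wells and 100% = ciprofloxacin 0.95 µg/ml wells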
AddAB inh – growth inhibition of E. coli expressing H. pylori AddAB, primary screen, AddAB inhibitor project, absorbance; actives 0.29% (n = 330,000); inhibition, % at 11.9 µM; in the data active means inhibition above about 12%;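 further: 0% = vehicle wells of infected cells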
Mot1-301 SUMO – yeast Mot1-301 growth rescue at high temperature, primary screen, SUMOylation pathway inhibitor project, S. cerevisiae, ATP luminescence, 38.5C; AID 2716, 2010; growth rescue, % at 18.8 µM; S. cerevisiae Mot1-301 growth rescue; percent above DMSO median, 100 means doubled; actives 1% (n = 320,000);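 active means every valid replicate shows activation above 250% relative to neutral control wells; inactive means the rest, any valid replicate at or below 250%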;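 further: OY570 slx delta 5 strain wells were the positive control but not used for scaling; some compounds called inactive have numbers as strong as hits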
* hit, by the source's call; . = no result given.

SMILES	HTR5A ag ctr	OPRM1-OPRD1 inv	PKA-R1A activ	HTR5A inv ctr	PfHsp90 set2	phage Ecoli inh	DSG3 Ab inh	OPRM1-OPRD1 ag	Ecoli viability	AddAB inh	Mot1-301 SUMO
OCCNCc1cccc(Br)c1	1	0	-10	-2	6	0.8	103	-0.1	2.0	3.2	-14
CC(C)c1ccc(S(=O)(=O)N2CCN(C(=O)C3CC3C)CC2)cc1 (stereo not given)	1	11	1	-6	.	1.9	99	-1.6	1.0	-2.7	-13
CCNC(=S)NNC(=O)c1csc(C(C)C)c1	-4	15	-4	-22	33	0.5	.	-2.5	-0.5	-0.2	8
COC(=O)C(NC(=O)CCc1nnc2ccc(N3CCCCC3)nn12)C(C)C (stereo not given)	0	9	0	-1	-2	2.5	93	-1.9	-1.1	-0.9	85
CCOc1ccccc1NC(=O)c1cccc(NC(=O)c2ccco2)c1	-1	18	-12	7	-52	-0.7	.	-3.9	-0.8	0.6	-14
CCOc1cc(C=O)cc(Br)c1OCC(=O)NCCc1ccccc1	-1	0	-7	11	1	3.7	93	0.0	-1.2	1.5	190
CN1CCC(N(C)S(=O)(=O)c2ccc(NC(=O)COc3ccc(Cl)cc3)cc2)CC1	2	15	-6	-18	-23	3.9	100	-4.1	2.6	5.7	10
Cc1ccc2c(c1)c1c(n2C)-c2[nH]ncc2CC1	3	-19	3	-6	.	0.6	103	3.2	0.3	3.1	96
CCc1cccc2c(SC(C)C(=O)NCC3CCCO3)nc(-c3ccccc3)nc12 (stereo not given)	2	5	0	-5	-16	-3.5	95	-1.0	0.4	1.5	9
Cc1cc(C)c(C)c(OCCCCN(C)Cc2ccccc2)c1	0	-42	-11	-1	2	0.2	105	8.8	-0.1	0.2	40
Clc1ccc(COc2cccc(CNCc3ccncc3)c2)cc1	0	-18	-2	-52	18	-0.3	.	4.0	-0.1	-0.2	10
CC(Sc1ncccn1)C(=O)N1CCc2ccccc21 (stereo not given)	-1	6	-7	-5	9	2.5	142	-1.0	.	.	.
Cc1ccc(C(=O)Nn2cnnc2)c(Cl)c1	3	11	2	-12	18	1.1	137	-2.3	0.5	3.2	3
O=C(OCC(=O)N1CCC(c2ccccc2)=N1)c1ccc(Cl)s1	3	2	-1	-17	-2	0.6	.	-0.6	0.8	0.8	3
CCc1ccc(NC(=O)[C@H](C)NC(=O)C2CCN(C(=O)[C@@H](NC(=O)OC(C)(C)C)C(C)C)CC2)cc1	1	-14	-6	-3	-6	-3.5	112	3.0	-0.8	-1.8	-5
COc1ccc(OC)c(C(c2nnnn2CCc2ccccc2)N2CCN(c3ccccc3)CC2)c1 (stereo not given)	2	-1	-5	-6	15	0.5	.	0.1	2.9	2.9	-2
CC(C)(C)c1[nH]nc2c1C(c1ccc(OC(=O)c3ccco3)cc1)C(C#N)=C(N)O2 (stereo not given)	-2	-3	-8	7	-1	0.2	98	0.6	-0.8	1.3	242
CC(=O)c1cccc(N=C2NC(=O)CS2)c1	-5	17	3	11	.	0.4	104	-3.5	0.2	4.8	99
O=C(Cn1ncc(Cl)c(Cl)c1=O)NCC1CCCCC1	-2	-23	-3	-9	-25	1.9	117	4.2	-1.8	1.2	45
O=C(NNC(=O)c1ccccc1O)c1ccc(S(=O)(=O)Nc2ccccc2)cc1	0	-4	2	-2	9	0.7	104	0.8	1.1	4.1	35

Exported as labelled records: four of the compounds above.
CCc1cccc2c(SC(C)C(=O)NCC3CCCO3)nc(-c3ccccc3)nc12 (stereo not given)
  HTR5A ag ctr: 2
  OPRM1-OPRD1 inv: 5
  PKA-R1A activ: 0
  HTR5A inv ctr: -5
  PfHsp90 set2: -16
  phage Ecoli inh: -3.5
  DSG3 Ab inh: 95
  OPRM1-OPRD1 ag: -1.0
  Ecoli viability: 0.4
  AddAB inh: 1.5
  Mot1-301 SUMO: 9
Cc1ccc2c(c1)c1c(n2C)-c2[nH]ncc2CC1
  HTR5A ag ctr: 3
  OPRM1-OPRD1 inv: -19
  PKA-R1A activ: 3
  HTR5A inv ctr: -6
  PfHsp90 set2: .
  phage Ecoli inh: 0.6
  DSG3 Ab inh: 103
  OPRM1-OPRD1 ag: 3.2
  Ecoli viability: 0.3
  AddAB inh: 3.1
  Mot1-301 SUMO: 96
CCOc1ccccc1NC(=O)c1cccc(NC(=O)c2ccco2)c1
  HTR5A ag ctr: -1
  OPRM1-OPRD1 inv: 18
  PKA-R1A activ: -12
  HTR5A inv ctr: 7
  PfHsp90 set2: -52
  phage Ecoli inh: -0.7
  DSG3 Ab inh: .
  OPRM1-OPRD1 ag: -3.9
  Ecoli viability: -0.8
  AddAB inh: 0.6
  Mot1-301 SUMO: -14
CC(C)(C)c1[nH]nc2c1C(c1ccc(OC(=O)c3ccco3)cc1)C(C#N)=C(N)O2 (stereo not given)
  HTR5A ag ctr: -2
  OPRM1-OPRD1 inv: -3
  PKA-R1A activ: -8
  HTR5A inv ctr: 7
  PfHsp90 set2: -1
  phage Ecoli inh: 0.2
  DSG3 Ab inh: 98
  OPRM1-OPRD1 ag: 0.6
  Ecoli viability: -0.8
  AddAB inh: 1.3
  Mot1-301 SUMO: 242

New compounds follow
SMILES	HTR5A ag ctr	OPRM1-OPRD1 inv	PKA-R1A activ	HTR5A inv ctr	PfHsp90 set2	phage Ecoli inh	DSG3 Ab inh	OPRM1-OPRD1 ag	Ecoli viability	AddAB inh	Mot1-301 SUMO
O=c1c2c3c(sc2ncn1Cc1ccc(F)cc1)CCC3	2	3	-8	-11	-3	2.7	101	-0.5	0.7	-0.2	-2
Nc1cc(CN2C(=O)c3ccccc3C2=O)cc(Cl)c1O	-3	2	4	8	14	0.8	103	-0.4	0.1	0.9	-9
O=C(Nc1c(C(=O)O)[nH]c2ccccc12)NC1CCCCC1	1	32*	9	4	-10	2.2	118	-7.2	-1.7	0.4	5
Nc1c(Cl)cc(C2=NCCn3nc4ccccc4c32)cc1Cl	1	2	-2	2	-9	0.5	136	-0.3	-1.3	-0.3	30
CCOC(=O)C1=C(N)OC2=C(C(=O)CC(C)C2)C1c1cccnc1 (stereo not given)	7	1	-1	14	-1	0.6	105	-0.2	0.6	2.1	-8
CCn1c(SCC(=O)N2CCC(C)CC2)nc2c1c(=O)n(C)c(=O)n2C	4	1	-3	-18	-4	1.5	94	-0.2	0.1	1.8	-2
COc1ccc(CNC[C@H]2O[C@@H](n3cnc4c(N)ncnc43)[C@H](O)[C@@H]2O)cc1OC	2	14	1	-7	-29	.	110	-2.9	-2.1	-0.3	5
C=CCSc1nc(=O)n2ccccc2n1	8	10	-6	-10	-11	2.3	95	-1.9	1.9	5.6	-5
Nc1nc(NC(=O)c2ccc(F)cc2)ns1	2	11	1	-17	.	2.1	106	-2.0	0.9	2.2	12
COC(=O)c1cccc(NC(=O)Nc2ccc(Cl)cc2Cl)c1	1	-32	-10	-31	-3	3.2	110	6.1	3.8	1.3	-7
COc1cccc(CNC(=O)CCCn2c(=S)[nH]c3cc4c(cc3c2=O)OCO4)c1	-1	8	-13	3	13	3.3	114	-1.7	-0.1	-0.4	6
CCCCn1c(N)c(N(CCOC)C(=O)c2cnccn2)c(=O)[nH]c1=O	-7	2	-9	18	-18	0.1	96	-0.2	-1.4	0.0	765*
COc1ccccc1CNC(=O)COC(=O)c1cnccn1	-3	10	3	-10	-11	1.9	103	-1.7	-0.3	0.2	.
CC(C)OC(=O)Nc1ccc2c(c1)N(C(=O)CCN1CCN(CCO)CC1)c1ccccc1CC2	-1	12	2	1	-11	2.5	97	-2.4	-0.1	3.4	4
CC(C)(C)NC(=O)C(=O)NCc1ccccn1	3	11	-1	-8	8	4.7	99	-2.3	2.4	3.9	3
Cc1ccc(-c2nc(NCc3ccco3)n(C(=O)c3ccco3)n2)cc1	-1	-12	-9	3	25	-0.2	101	2.4	1.5	-0.2	3
Cn1cnnc1SCC(=O)c1c(N)n(Cc2ccccc2)c(=O)n(C)c1=O	.	.	.	.	-27	4.6	.	.	0.8	1.0	-1
CC(=O)Nc1ccc(N/C=C(\C=O)c2nc3ccccc3o2)cc1	-1	13	-6	3	10	4.9	168	-2.6	-1.3	-0.3	2
Cc1ccc2ccc(C(Nc3ccccn3)c3ccccc3)c(O)c2n1 (stereo not given)	-2	2	-3	5	-8	8.2	91	-0.4	-3.1	2.9	.
COc1ccccc1-c1ccc(SCc2cccc(F)c2)nn1	-3	7	-10	9	4	3.4	.	-1.6	-1.7	1.3	-3
CCOC(=O)C1(Cc2ccccc2C#N)CCCCC1=O (stereo not given)	-2	-8	-13	6	-2	3.5	87	1.5	.	.	.
Cc1ccc(NCc2n[nH]c(=S)n2-c2ccccc2)c(C)c1	2	17	-7	-3	-12	3.0	99	-3.5	0.6	1.2	-9
CC1=C(C(=O)OCC2CCCCC2)C(c2ccccc2F)NC(=O)N1 (stereo not given)	.	.	.	.	.	0.4	113	.	3.2	0.9	4
CCCCn1c(N)c(N(CCC(C)C)C(=O)CSc2nnc(Nc3ccccc3)s2)c(=O)[nH]c1=O	-3	-1	-5	8	-23	4.0	105	0.1	-2.8	-0.3	.
COc1ccccc1N1CCN(C(=O)CSc2nc3ccccc3nc2N2CCCCC2)CC1	7	-10	-15	-22	-2	1.4	100	1.7	-1.3	-2.0	-2
Cc1cc(C)n(CCNC(=O)c2cc(COc3ccc4ncccc4c3)on2)n1	4	7	6	15	19	8.0	106	-1.3	0.9	1.6	7
Cc1ccc(Nc2cc(C(=O)NCCCN3CCOCC3)c3ccccc3n2)cc1C	3	6	-4	-13	-14	-0.5	97	-1.1	-2.7	1.0	-2
CCCCn1c(SCC(=O)N2CCCc3ccccc32)nc2c1c(=O)n(C)c(=O)n2C	-4	13	-14	1	.	5.6	103	-2.4	-2.4	2.7	-11
Cn1c(C(=O)OCC(=O)NCc2ccco2)cc2sccc21	3	7	-3	-9	-3	2.8	99	-1.3	-1.7	-0.7	-2
COC(=O)N/N=C1\CCCc2ccccc21	-3	10	-19	21	3	-1.7	99	-2.3	1.2	2.6	8
O=c1[nH]c(CN2CCN(S(=O)(=O)c3ccc(Cl)cc3)CC2)nc2cc(Cl)ccc12	-1	4	-5	3	3	1.0	105	-0.8	0.3	3.7	28
COC(=O)/C(C#N)=C/c1c(N2CCN(c3ccccc3)CC2)nc2c(C)cccn2c1=O	2	5	-10	-8	-32	-0.9	92	-0.9	.	.	.

Compound activity as filed in PubChem.

Outcome played no part in choosing rows; 3.2% or so of the library scored in one or more.
